# Bioassay records as filed in PubChem BioAssay.
# D1 agonist = Allosteric Agonists of the Human D1 Dopamine Receptor: qHTS; D(1A) dopamine receptor (Homo sapiens), P21728; HEK293 T-REx D1 cells, calcium flux, agonist mode; activation, % at 2 µM; hit rate 1% among 360,000; AID 504660, 2011; in the data active = activation above about 30%; also: 0% is about no effect
# Target sequence (P21728 whole entry, looked up): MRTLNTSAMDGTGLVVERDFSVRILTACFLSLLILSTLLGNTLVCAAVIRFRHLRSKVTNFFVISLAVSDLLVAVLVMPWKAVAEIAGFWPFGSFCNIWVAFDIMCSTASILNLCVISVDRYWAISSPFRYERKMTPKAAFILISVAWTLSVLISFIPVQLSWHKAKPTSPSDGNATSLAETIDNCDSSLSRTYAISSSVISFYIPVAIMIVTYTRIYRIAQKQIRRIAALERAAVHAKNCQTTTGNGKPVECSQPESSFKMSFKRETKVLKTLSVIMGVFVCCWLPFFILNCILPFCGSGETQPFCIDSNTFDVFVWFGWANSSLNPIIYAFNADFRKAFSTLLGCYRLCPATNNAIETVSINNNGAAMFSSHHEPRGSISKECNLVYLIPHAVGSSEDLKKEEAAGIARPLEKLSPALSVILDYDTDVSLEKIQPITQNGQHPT
#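 Inducible HEK293 T-REx D1 cells, force-coupled to calcium signalling, were plated at 4000 cells/well with tetracycline and held overnight at 30 C. After no-wash calcium dye loading, compound-evoked calcium rise over 180 s flagged agonists.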
# D2 agonist = HTS Assay for Allosteric Agonists of the Human D2 Dopamine Receptor: Primary Screen for Agonists. HEK293 T-REx D2 cells, calcium flux agonist mode. activation, % at 2 µM. hit rate 0.53% among 340,000. AID 485358, 2010;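 active = activation over 3 SD above normal in the single-dose calcium agonist read, cut at about 30% in these data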; also: 0% is about no effect
#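 Tetracycline-induced HEK293 Trex cells with D2 receptor force-coupled to calcium signaling, plated overnight at 30 C and loaded with no-wash calcium dye. Calcium flux read kinetically for 180 s after compound addition; responses flag agonists.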
# TRHR enhancer = qHTS for Small Molecule Agonists and Allosteric Enhancers of Human TRH Receptor: Primary Screen for Enhancers | Thyrotropin-releasing hormone receptor (Homo sapiens), P34981 | TRHR cells, fluo-8 calcium fluorescence, EC20 TRH enhancement | enhancement, % at 2 µM | hit rate 0.66% among 360,000; in the data active = enhancement above about 30%; also: 0% is about no effect
# Target sequence (P34981 whole entry, looked up): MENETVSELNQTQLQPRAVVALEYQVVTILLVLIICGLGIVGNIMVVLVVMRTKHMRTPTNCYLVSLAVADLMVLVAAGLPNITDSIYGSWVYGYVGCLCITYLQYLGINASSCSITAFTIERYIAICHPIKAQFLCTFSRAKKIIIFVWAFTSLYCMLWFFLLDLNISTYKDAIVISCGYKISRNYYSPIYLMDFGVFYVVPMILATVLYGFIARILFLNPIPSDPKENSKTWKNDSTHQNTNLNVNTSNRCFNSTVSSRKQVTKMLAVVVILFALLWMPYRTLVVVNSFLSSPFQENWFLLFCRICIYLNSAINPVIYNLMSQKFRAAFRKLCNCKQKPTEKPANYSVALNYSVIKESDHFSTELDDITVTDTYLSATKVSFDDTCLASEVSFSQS
#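 TRHR-expressing cells loaded with fluo-8 calcium dye were read kinetically (ex 480/em 530) during compound addition, then stimulated with an EC20 of TRH (10 nM final). Enhancement of the Gq-mediated intracellular calcium response was scored.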
# D1 antag = Antagonist of Human D 1 Dopamine Receptor: qHTS | D(1A) dopamine receptor (Homo sapiens), P21728 | HEK293 TREx D1 cells, calcium flux, dopamine EC80; hits give low values | activity change, negative = inhibition, % at 10 µM | hit rate 3.2% among 360,000; in the data active = activity change below about -30%; also: % is scaled to controls: 0 for no effect and ±100 for the full control effect
#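 Allosteric or orthosteric antagonism assessed as attenuation of the calcium response to EC80 dopamine, added 180 s after compound, in induced HEK293 Trex D1 cells loaded with no-wash calcium dye.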
# D2 antagonist = HTS Assay for Allosteric Antagonists of the Human D2 Dopamine Receptor: Primary Screen for Antagonists. HEK293 TREx D2 cells, calcium flux, dopamine EC80. D(2) dopamine receptor (Homo sapiens), P14416. inhibition, % at 10 µM. hit rate 2% among 340,000; in the data active = inhibition above about 30%; also: 0% is about no effect
#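 Read-out: kinetic calcium fluorescence (1 cycle/s) in inducible HEK293 T-REx D2 cells after an EC80 dopamine addition that followed 180 s compound preincubation. Loss of the dopamine response indicates antagonism.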
# D2 PAM = HTS Assay for Positive Allosteric Modulators of the Human D2 Dopamine Receptor: Primary Screen for Potentiators; D(2) dopamine receptor (Homo sapiens), P14416; AID 485347, 2010; hit rate 0.34% among 340,000; HEK293 T-REx D2, calcium flux, EC20 dopamine potentiation; potentiation, % at 10 µM;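 active = potentiation over 3 SD above the plate norm, cut at about 30% in these data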; also: 0% is about no effect
#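 Using a no-wash calcium dye in inducible, force-coupled HEK293 Trex cells expressing D2, we tracked fluorescence each second for 180 s after compound, then for 180 s after EC20 dopamine to detect augmented signalling.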
# RXFP1 agonist = qHTS Assay for Agonists of the Relaxin Receptor RXFP1 | Relaxin receptor 1 (Homo sapiens), Q9HBX9 | HEK293T-RXFP1 cAMP TR-FRET, 30 min; response scale: percent of porcine relaxin response, buffer zero | Potency, µM (titrated, usually from 57.5 µM), for the others: top-dose activation, most hits filed as activators | hit rate 0.3% among 370,000; active = well fitted activation curve with a large enough effect; inconclusive = small, poorly fitted or top-dose-only effect; also: potency is read from the fitted curve at half-maximal effect; % is scaled to controls: 0 for no effect and ±100 for the full control effect; nearly all actives have a fitted effect of over 60% in size; many of its hits are not listed in these tables
#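 HEK293 cells stably expressing RXFP1, treated 30 min at 37C with compounds plus PDE4 inhibitor Ro 20174; cAMP measured by HTRF TR-FRET. Normalized to buffer and 29 nM porcine relaxin; EC50 by Hill fit.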
# RXFP1 antag = qHTS Assay for Antagonists of the Relaxin Receptor RXFP1 | AID 1259400, 2018 | activity change, negative = inhibition, % at 57.5 µM | HEK293-RXFP1, relaxin-stimulated cAMP HTRF, 30 min; hits give low values | hit rate 0.59% among 350,000 | Relaxin receptor 1 (Homo sapiens), Q9HBX9;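 active = activity change of -60% or lower, but not beyond a set lower limit; inconclusive = change between -60% and -40%, or beyond the set limit; inactive = change above -40%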; also: % is scaled to controls: 0 for no effect and ±100 for the full control effect
# D1 PAM = Potentiators of Human D1 Dopamine Receptor: qHTS; HEK293 TREx D1 cells, calcium flux, dopamine EC20 potentiation; hit rate 0.036% among 360,000; D(1A) dopamine receptor (Homo sapiens), P21728; potentiation, % at 10 µM; in the data active = potentiation above about 30%; also: 0% is about no effect
# An asterisk follows results filed as active; ? = inconclusive; . = no result given.
No.	canonical_smiles	D1 agonist	D2 agonist	TRHR enhancer	D1 antag	D2 antagonist	D2 PAM	RXFP1 agonist	RXFP1 antag	D1 PAM
1	CC(C)c1nc(SCC(=O)c2ccccc2)c2c(=O)n(C)c(=O)n(C)c2n1	-1	1.4	13	-27	-16	-2	0.4%	4	1
2	O=C(CNC(=S)N(CCCN1CCOCC1)Cc1cccs1)NCc1ccccc1	0	0.3	-3	-3	-5	-17	1.3%	6	5
3	Cc1ccc(-c2cc(N)n[nH]2)cc1	1	-0.5	12	8	25	4	0.8%	-20	2
4	CNc1ccc(/C=C2\CSc3ccccc3C2=O)cc1[N+](=O)[O-]	0	0.3	0	12	2	4	-0.6%	3	-1
5	Cc1c(C(=O)N(C)c2cccc(Cl)c2)cnn1-c1ccccc1	3	0.5	1	-28	-21	5	-2.3%	-4	1
6	COc1ccc(-n2cc3c(-c4cccc(Br)c4)nnc(C)c3n2)cc1	1	0.4	0	-2	-8	-1	0.5%	?	-5
7	O=C(Nc1ccccc1)c1ccc[nH]1	5	-0.4	7	2	1	4	0.4%	-8	-2
8	O=C1C2CCCN2C(c2cccs2)N1c1ccc(F)cc1 (stereo not given)	3	-1.7	9	19	-6	10	0.9%	-8	1
9	COc1cccc(Oc2ccc(S(=O)(=O)N3CCCC3)cc2[N+](=O)[O-])c1	18	0.2	32*	-7	-5	-8	-0.2%	-3	-4
10	Cc1cc(Cl)ccc1NC(=O)CSc1nc2c(c(=O)[nH]1)CCC2	0	.	15	3	.	-22	-3.3%	6	-2
11	CCN1C/C(=C\c2cccc([N+](=O)[O-])c2)C(=O)/C(=C/c2cccc([N+](=O)[O-])c2)C1	1	1.5	-4	-8	-2	-1	4.3%	.	-7
12	COc1cc(C(C)=O)ccc1OCC(=O)Nc1ccccc1N1CCCCC1	5	0.9	-4	-26	-1	18	4.1%	-12	-12
13	CCOC(=O)NC(O)C(=O)c1cccs1 (stereo not given)	1	0.3	-3	-8	-24	-2	2.4%	-16	-3
14	COc1ccc(C(=O)N/N=C/c2cccc3cccnc23)cc1	1	0.5	4	8	-29	10	1.0%	-12	-4
15	C=CCC(CC=C)(NC(=O)c1ccccc1C)c1ccccc1	3	1.1	-1	1	5	0	0.5%	-13	12
16	CCc1nn(-c2cc(Oc3ccccc3)nc(-c3ccccc3)n2)c(N)c1C#N	-2	-0.6	2	.	-2	8	-3.0%	3	-1
17	CCOc1ccccc1C(=O)NN1C(=O)C2CCCCC2C1=O (stereo not given)	2	2.6	7	-25	-10	16	-0.4%	11	-1
18	Cn1c(=O)[nH]c(=O)c2c1nc(N1CCCCCC1)n2CCCSc1nnnn1-c1ccccc1	1	0.8	1	13	13	2	2.9%	.	5
19	Cc1cccc(C(=O)NC2CCN(CC(=O)Nc3ccc4c(c3)OCO4)CC2)c1	1	0.7	12	4	-2	-3	0.7%	-6	-2
20	O=C(CCC(=O)Nc1ccccc1)NNS(=O)(=O)c1ccccc1[N+](=O)[O-]	14	2.5	5	10	7	9	3.4%	?	-2
21	CCS(=O)(=O)c1ccc(O)c(NC(=O)CC2(CC(=O)O)CCCC2)c1	1	0.1	1	4	-4	3	11%	7	1
22	O=C(CCNS(=O)(=O)c1ccc(Cl)cc1)N1CCN(c2ncccn2)CC1	1	-0.4	-3	-9	-25	-6	2.7%	-13	-3
23	CC(C)c1cc(C(=O)N2CCCC(C(=O)c3ccc4ccccc4c3)C2)on1 (stereo not given)	2	0.8	-3	-15	10	4	7.1%	-1	10
24	CC1CCN(C(=S)c2ccc(O)cc2)CC1	1	-0.9	-3	-75*	-5	-2	1.7%	-2	-12
25	COc1ccc(C)cc1S(=O)(=O)N1CCOCC1	0	.	0	-8	.	.	1.9%	5	0
26	Cc1ccc(C2(C(F)(F)F)N=C3Sc4cc(C)ccc4N3C(=O)N2)cc1 (stereo not given)	5	-1.4	8	6	-11	21	3.2%	.	8
27	Cc1ccc(-c2cc(C(=O)OCC(=O)c3ccccc3)c3cccc(Cl)c3n2)cc1	5	2.3	-3	3	.	-12	2.4%	.	0
28	Cc1cccc(OCc2nc(C#N)c(NCc3ccccc3Cl)o2)c1	5	-0.3	9	-6	.	6	-4.2%	.	-8
29	CCc1c(C)nc2[nH]nc(NC(=O)C(F)(F)F)n2c1=O	4	0.3	6	8	10	6	2.6%	-13	-4
30	CSc1ccccc1NC(=O)CSCc1nc2sc(C)c(C)c2c(=O)[nH]1	4	0.6	0	-4	1	0	-1.3%	-4	0

# (continued)
No.	canonical_smiles	D1 agonist	D2 agonist	TRHR enhancer	D1 antag	D2 antagonist	D2 PAM	RXFP1 agonist	RXFP1 antag	D1 PAM
31	O=C(O)CC(Cc1ccccc1)c1ccc2c(c1)OCO2 (stereo not given)	1	0.8	4	3	0	-3	-2.4%	-1	-4
32	CCc1ccccc1OCC(=O)Nc1ccc(C)c(S(=O)(=O)N2CCCCCC2)c1	9	2.2	-15	13	-5	12	-0.3%	2	-1
33	CCOc1ccc(NC(=O)CN2C(=O)COc3ccc(S(=O)(=O)Nc4ccccc4)cc32)cc1	0	-0.3	-3	-5	.	6	0.3%	.	0
34	CCOC(=O)c1ccc(N2C(=O)CC(N3CC(C)OC(C)C3)C2=O)cc1 (stereo not given)	1	-0.1	5	1	-13	2	1.0%	0	-9
35	CC(NC(=O)CC(O)(C(F)(F)F)C(F)(F)F)c1ccccc1 (stereo not given)	4	1.3	-1	-18	19	-7	1.1%	-6	-9
36	CC(C)NC(=O)CCCOc1ccc(Cl)cc1Cl	-1	0.3	0	7	-7	9	-0.5%	-6	-1
37	O=C(Nc1cccc(S(=O)(=O)Nc2ccc(Cl)cc2)c1)c1ccc(Cl)nc1	11	-0.1	4	-19	-4	0	1.2%	-18	-9
38	Cc1cc(C)c(S(=O)(=O)N2CCN(c3ccccc3)CC2)c(C)c1	5	-0.6	1	0	-1	-1	1.9%	-5	-3
39	CCCc1cc(=O)[nH]c(SCC(=O)N2CCN(c3ccccc3OC)CC2)n1	1	-0.8	-2	2	.	-16	-1.2%	-22	0
40	C/C(=N\Nc1ccc(S(N)(=O)=O)cc1[N+](=O)[O-])c1cccs1	4	-1.1	-2	-5	-7	0	-0.9%	-3	6
41	CCOc1ccccc1N(CC(=O)Nc1ccccc1C(=O)N1CCCC1)S(C)(=O)=O	5	-2.4	5	2	-10	10	2.2%	-6	-12
42	C=C1C(=O)O[C@H]2C[C@]3(C)C([C@@H](OC(=O)/C(C)=C/C)[C@H]12)[C@](C)(O)CC[C@H]3O (stereo not given in full)	2	.	0	-4	.	.	3.3%	1	-2
43	CN(CC(=O)NCc1cccs1)S(=O)(=O)c1cccc2nsnc12	2	0.7	-3	3	21	-6	-0.3%	-15	0
44	Cc1cccc(NS(=O)(=O)c2ccc3c(c2)Cc2cc(S(=O)(=O)Nc4cccc(C)c4C)ccc2-3)c1C	5	2.0	2	22	-24	-2	-0.3%	.	-2
45	CCCCN1C(=O)/C(=C2/C=CC=CN2C)SC1=S	4	0.6	-3	-10	-11	-4	0.7%	-30	1
46	CCc1ccc(NC(=O)Cc2ccc(NC3=NC4CS(=O)(=O)CC4S3)cc2)cc1 (stereo not given)	2	-0.1	-5	-1	7	-11	1.5%	-2	-9
47	O=C(c1cc2nc(-c3ccco3)cc(C(F)(F)F)n2n1)N1CCCCCC1	9	0.3	2	-14	6	3	3.9%	7	-5
48	Cc1ccc(C(=O)NCCCNC(=O)Cc2ccc(Cl)cc2)cn1	2	0.2	7	5	9	11	-1.3%	9	-4
49	Cc1nnc(SCCCN2C(=O)c3ccccc3C2=O)o1	1	0.8	-2	10	-6	-15	0.0%	2	-6
50	O=C(CCN1CCN(c2ccccc2)CC1)Nc1cccc(Br)c1	6	60*	5	-11	75*	-22	2.7%	-4	-2
51	CCOC(=O)c1ccc(NC(=O)Cn2c(=O)cc(C(F)(F)F)c3c(C)nn(C)c32)cc1	0	-1.5	4	4	.	-4	1.4%	-9	-3
52	COc1ccccc1C/C(N)=N/OC(=O)COc1ccccc1C	0	0.2	-3	-10	9	12	0.0%	6	-1
53	Cc1cccc(N2CCN(S(=O)(=O)c3cc(C(=O)Nc4ccc(Oc5ccccc5)cc4)ccc3F)CC2C)c1 (stereo not given)	-2	0.4	4	-3	.	-8	0.4%	-14	2
54	Cc1ccc(-n2c(SCc3ccc(C#N)cc3)nnc2-c2ccccn2)cc1	0	0.1	-5	1	10	-8	3.8%	-4	0
55	O=C(C1CCN(c2ncnc3c2sc2cccc(F)c23)CC1)N1CCOCC1	3	0.4	-4	-1	-14	11	14%	.	1
56	Cn1c(=O)c2c(SCC(=O)NCc3ccco3)nc(-c3ccccc3F)nc2n(C)c1=O	1	0.2	-3	2	.	1	?	-4	0
57	O=c1c2ccccc2nc(SCCN2CCOCC2)n1CCc1ccccc1	4	-1.3	-5	-8	13	-5	-0.4%	-6	-2
58	COc1ccc(COC(=O)c2cccc(S(=O)(=O)N3CCCC3)c2)cc1F	8	1.2	-3	-2	6	-5	4.8%	7	-2
59	COc1cc(/C=N/Nc2nncn2/N=C/c2ccc(O)c(OC)c2)ccc1O	3	0.4	-5	-11	17	-6	0.1%	13	-4
60	Cc1ccc(/C=C/C(=O)OCc2nc(N)nc(Nc3ccccc3C)n2)o1	1	0.8	5	-19	-12	-5	3.4%	9	-2

# (continued)
No.	canonical_smiles	D1 agonist	D2 agonist	TRHR enhancer	D1 antag	D2 antagonist	D2 PAM	RXFP1 agonist	RXFP1 antag	D1 PAM
61	Cc1cc(-c2nn(-c3ccccc3F)cc2CN2CCN(c3ccncc3)CC2)c(C)s1	6	0.7	6	7	2	15	-1.6%	-2	7
62	COc1ccc(NCc2nnc(SCC(=O)Nc3cccc(C)c3)o2)cc1	2	-1.7	4	-20	-9	6	0.4%	-2	-2
63	O=C(CCn1c(=O)oc2ccc(Cl)cc21)N1CCN(c2ccccc2)CC1	3	0.0	-1	-10	13	0	3.4%	-4	-2
64	CCOC(=O)c1c(NC(=O)c2c(Br)cnn2CC)sc(C)c1C	2	-1.2	3	-9	0	0	3.0%	-2	-3

# These rows are one share of the data; rates above refer to the full screens.
